pAkt inh: inhibitors of Akt phosphorylation. Neuro2A IGF-stimulated pAkt S473 HTRF, 20 min; stronger effect = lower value. activity change, % for hits at 50 µM. 360,000 tested, 0.32% active; in the data active means activity change below about -80%; inconclusive means mostly about -51% to -80%; further: on the % scale 0 is the no-effect control and ±100 the full control effect
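Single-point screen (50 µM final compound) in Neuro2A cells stimulated 20 min with 6 nM IGF at 37 deg C. After lysis, Ser473-phosphorylated Akt read by HTRF (ex 330 nm, em 615/665 nm) as the 665/615 ratio.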
FUS yeast rescue: rescues growth of FUS-expressing yeast. Potency, µM (doses to about 76.6 µM), for the others: at the top dose growth rescue (activation), hits mostly activators. S. cerevisiae FUS-expressing, growth rescue, OD600, 24 h. 390,000 tested, 0.24% active;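 further: potency means the concentration at half of the fitted maximal effect; plate controls were DMSO vehicle for no effect and reference control for full effect; nearly all actives have a fitted effect of over 55% in size; some results filed as inactive show a strong effect at the top dose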
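Yeast expressing FUS under galactose induction, OD 0.005 in 2% galactose medium; compounds in a dilution series, 24 h at 30C. Growth rescue by absorbance at 600 nm; CP55940 positive control, DMSO negative.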
GLP-1R inv ag: acts as inverse agonist at human GLP-1 receptor. HEK293 GLP-1R CRE-luciferase, luminescence, 24 h; GLP-1R form is constitutively active. 410,000 tested, 1.6% active. Potency, µM (titrated, usually from 38.3 µM), without a hit: at the highest dose activity change, negative = inhibition, hits mostly inhibitors. AID 624417; further: potency means the concentration at half of the fitted maximal effect; on the % scale 0 is the no-effect control and ±100 the full control effect; nearly all actives have a fitted effect of over 55% in size
Target sequence (P43220 whole entry, looked up): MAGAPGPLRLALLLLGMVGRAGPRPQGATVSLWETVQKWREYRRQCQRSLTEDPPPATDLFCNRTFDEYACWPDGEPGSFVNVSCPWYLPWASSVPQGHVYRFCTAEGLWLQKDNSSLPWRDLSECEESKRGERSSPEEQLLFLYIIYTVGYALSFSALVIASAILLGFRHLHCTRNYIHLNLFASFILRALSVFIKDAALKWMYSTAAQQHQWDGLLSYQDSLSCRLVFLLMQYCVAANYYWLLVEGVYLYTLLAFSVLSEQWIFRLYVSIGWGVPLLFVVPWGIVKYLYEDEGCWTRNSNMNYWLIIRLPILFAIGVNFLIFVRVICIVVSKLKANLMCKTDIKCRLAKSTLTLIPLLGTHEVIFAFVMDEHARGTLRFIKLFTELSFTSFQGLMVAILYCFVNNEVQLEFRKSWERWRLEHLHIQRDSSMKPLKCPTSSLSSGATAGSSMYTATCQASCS
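Stable HEK293 clone (constitutively active GLP-1R + cAMP-response luciferase); 200 cells/uL plated, 12 h pre-culture, compound 24 hr, 37 deg C/5% CO2; detection reagent 12 min RT; luminescence.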
aSyn yeast inh: inhibitors of alpha-synuclein toxicity in yeast. 370,000 tested, 0.14% active. Potency, µM (doses to about 46.1 µM), for the others: top-dose growth rescue (activation), hits mostly activators. Yeast expressing alpha-synuclein, growth rescue, BacTiter-Glo, 24 h; further: potency means the concentration at half of the fitted maximal effect; % of control where 0% means no effect; nearly all actives have a fitted effect of over 65% in size
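Readout is rescue of growth in alpha-synuclein-expressing yeast, so inhibitors of toxicity appear as activators. Growth after 24 hr at 30 deg C in galactose medium is quantified by luminescence.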
PTHR1 ag: agonists of human PTHR1 parathyroid hormone receptor; Q03431; HEK293 GP2 PTHR1 cells, GloSensor cAMP luminescence, 1 h; Potency, µM (highest dose often 115 µM), for inactives: at the top dose activation, usual class: activators; 410,000 tested, 0.075% active; AID 743266; further: potency means the concentration at half of the fitted maximal effect; nearly all actives have a fitted effect of over 55% in size; some results filed as inactive show a strong effect at the top dose; inactives centre near -15; many of its hits are not listed in these tables
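HEK-293-derived GP2 cells expressing PTHR1 and a GloSensor cAMP reporter, 3,000/well, plated overnight, given luciferin plus IBMX (each 0.5 mM as added) for 1 h at 37 °C, then compound for 1 h at 37 °C. Luminescence was read after 15 min at room temperature.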
TDP43 rescue: rescues yeast growth from TDP-43 toxicity. Potency, µM (titrated, usually from 46.1 µM), for inactives: at the top dose growth rescue (activation), hits mostly activators. 410,000 tested, 1.8% active. TDP-43 expressing yeast growth rescue, BacTiter-Glo, 24 h; further: potency means the concentration at half of the fitted maximal effect; % of control where 0% means no effect; nearly all actives have a fitted effect of over 50% in size
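Readout is BacTiter-Glo luminescence of cell growth, so inhibitors register as activators. TDP-43-expressing yeast at OD600=0.02 in galactose medium, after raffinose pregrowth to mid-log, were incubated with compound for 24 hr at 30 deg C.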
GLP-1R agonist: agonists of human GLP-1 receptor; AID 624172; HEK293 GLP-1R CRE-luciferase, luminescence, 4-6 h; cells express a hypersensitive GLP-1R form; 380,000 tested, 0.007% active; Potency, µM (series often up to 45.6 µM), for inactives: at the top dose activation, hits mostly activators; P43220; further: potency means the concentration at half of the fitted maximal effect; % of control where 0% means no effect
D3 antag: blocks the human D3 dopamine receptor; D3R cells, DiscoveRx beta-arrestin luminescence, antagonist mode; stronger effect = lower value; 360,000 tested, 2.5% active; max response, negative = inhibition, %; P35462; AID 652054; in the data active means max response below about -50%; inconclusive means no clear call, values can overlap the other calls; further: on the % scale 0 is the no-effect control and ±100 the full control effect; mostly tested at two doses, the higher about 12 µM
Target sequence (P35462 whole entry, looked up): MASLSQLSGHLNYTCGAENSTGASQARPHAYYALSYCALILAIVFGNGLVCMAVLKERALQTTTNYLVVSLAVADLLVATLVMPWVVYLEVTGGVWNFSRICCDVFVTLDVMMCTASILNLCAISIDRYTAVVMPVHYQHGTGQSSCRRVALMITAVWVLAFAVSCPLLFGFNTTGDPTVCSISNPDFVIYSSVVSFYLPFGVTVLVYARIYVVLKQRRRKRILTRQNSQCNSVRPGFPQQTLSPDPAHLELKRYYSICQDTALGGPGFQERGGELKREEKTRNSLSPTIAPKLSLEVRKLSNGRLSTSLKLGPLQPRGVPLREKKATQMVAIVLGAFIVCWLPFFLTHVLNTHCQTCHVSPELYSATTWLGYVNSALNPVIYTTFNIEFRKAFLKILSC
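Cells expressing the human receptor were seeded at 1500 cells/well, incubated overnight at 37 degrees C in 5% CO2, then exposed to library compounds with dopamine controls for 90 minutes at 37 degrees C before luminescent detection.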
Abeta rescue: A-beta toxicity reversal in yeast. Potency, µM (titrated, usually from 46.1 µM), without a hit: at the highest dose growth rescue, usual class: activators. 410,000 tested, 0.063% active. AID 1347071. yeast expressing A-beta42, growth rescue, OD600, 48 h; response scale: 0% DMSO, 100% iron-clioquinol control; further: potency means the concentration at half of the fitted maximal effect; nearly all actives have a fitted effect of over 55% in size
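Growth rescue measured by 600 nm absorbance after 48 h yeast culture at 30 C with compound. Values normalized between DMSO and an equimolar ferric chloride plus clioquinol control.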
* = called active by the depositor; [ ] = dose if it differs, or a comment. Unless noted, the call rests on the fitted dose curve; in most records, active means well fitted curve in the direction sought with a large enough effect; inconclusive means small, poorly fitted or top-dose-only effect, or another doubt; inactive means no such curve, though single readings can be large; an effect the other way counts as inactive or inconclusive.

How did CC(C)(C)c1cnnn1-c1ccc(-c2csc(N)n2)cc1 do in these assays?
pAkt inh: inactive; FUS yeast rescue: 9%; GLP-1R inv ag: -8%; aSyn yeast inh: -12%; PTHR1 ag: -3%; TDP43 rescue: -14%; GLP-1R agonist: 0%; D3 antag: -5; Abeta rescue: -1%

Results for COc1cccc(NC(=S)N2CCCC2c2ccc(OC)c(OC)c2)c1 (configuration not stated) ?
pAkt inh: inactive; FUS yeast rescue: 25%; GLP-1R inv ag: 26%; aSyn yeast inh: 0%; PTHR1 ag: inactive; TDP43 rescue: 1%; GLP-1R agonist: inconclusive; D3 antag: -20; Abeta rescue: -16%

What do the screens show for `C(=N\Nc1nc(-c2cccnc2)nc2ccccc12)/c1ccccc1`?
pAkt inh: inactive; FUS yeast rescue: 27%; GLP-1R inv ag: -7%; aSyn yeast inh: -7%; PTHR1 ag: inactive; TDP43 rescue: 12%; GLP-1R agonist: 10%; D3 antag: 19; Abeta rescue: -7%

Results for Cc1ccc(Sc2ccc(C(=O)N3CCOCC3)cc2[N+](=O)[O-])cc1 ?
pAkt inh: inactive; FUS yeast rescue: 16%; GLP-1R inv ag: inconclusive; aSyn yeast inh: 9%; PTHR1 ag: inactive; TDP43 rescue: inconclusive; GLP-1R agonist: -3%; D3 antag: -13; Abeta rescue: -19%

How did c1ccc2c3c([nH]c2c1)CCNC3 do in these assays?
pAkt inh: inactive; FUS yeast rescue: 41%; GLP-1R inv ag: -10%; aSyn yeast inh: 5%; PTHR1 ag: inactive; TDP43 rescue: -14%; GLP-1R agonist: 8%; D3 antag: inconclusive; Abeta rescue: -3%

Results for CCOC(=O)C1(C)CCCN1C(=O)c1ccc(OC)c(OC)c1 (configuration not stated) ?
pAkt inh: inactive; FUS yeast rescue: -20%; GLP-1R inv ag: 12%; aSyn yeast inh: -4%; PTHR1 ag: -14%; TDP43 rescue: 14%; GLP-1R agonist: 12%; D3 antag: 8; Abeta rescue: -12%

Results for COc1cc(OC)c(OC)cc1/C=C/C(=O)c1ccc(NS(=O)(=O)c2ccc(C)cc2)cc1 ?
pAkt inh: inactive; GLP-1R inv ag: inconclusive; aSyn yeast inh: 3%; PTHR1 ag: inactive; TDP43 rescue: 1%; GLP-1R agonist: 0%; D3 antag: 97; Abeta rescue: 17%

What do the screens show for `CCOc1ccc(-c2nnc(NC(=O)C3CCCC3)o2)cc1`?
pAkt inh: inactive; FUS yeast rescue: 11%; GLP-1R inv ag: 6%; aSyn yeast inh: 12%; PTHR1 ag: -11%; TDP43 rescue: 18%; GLP-1R agonist: 0%; D3 antag: -105*; Abeta rescue: -2%

How did Cc1ccc(Cl)cc1NS(=O)(=O)Cc1ccccc1 do in these assays?
pAkt inh: inactive; FUS yeast rescue: 10%; GLP-1R inv ag: inconclusive; aSyn yeast inh: 21%; PTHR1 ag: 21%; TDP43 rescue: inconclusive; GLP-1R agonist: 18%; D3 antag: -5; Abeta rescue: 14%

How did Cc1ccc(NC(=O)c2cc(N3C(=O)C=CC3=O)ccc2N2CCOCC2)cc1Cl do in these assays?
pAkt inh: inactive; GLP-1R inv ag: 25%; aSyn yeast inh: -76%[inhibitor]; PTHR1 ag: inactive; TDP43 rescue: -93%[inhibitor]; GLP-1R agonist: 0%; D3 antag: 14; Abeta rescue: -93%[inhibitor]

Results for Cc1ccc(C(=O)NCc2ccc(F)cc2)s1 ?
pAkt inh: inactive; FUS yeast rescue: -12%; GLP-1R inv ag: -9%; aSyn yeast inh: 3%; PTHR1 ag: -38%[inhibitor]; TDP43 rescue: 4%; GLP-1R agonist: 17%; D3 antag: 6; Abeta rescue: -5%

Results for COc1ccc(N2Cc3cccc(C(=O)Nc4cc(C)cc(C)c4)c3C2=O)cc1 ?
FUS yeast rescue: -2%; GLP-1R inv ag: 6%; PTHR1 ag: -10%; TDP43 rescue: 7%; GLP-1R agonist: -2%; Abeta rescue: 6%

Filtered by structure: the compounds so far containing a Cl atom (2)
How did Cc1ccc(Cl)cc1NS(=O)(=O)Cc1ccccc1 do in these assays?
pAkt inh: inactive; FUS yeast rescue: 10%; GLP-1R inv ag: inconclusive; aSyn yeast inh: 21%; PTHR1 ag: 21%; TDP43 rescue: inconclusive; GLP-1R agonist: 18%; D3 antag: -5; Abeta rescue: 14%

How did Cc1ccc(NC(=O)c2cc(N3C(=O)C=CC3=O)ccc2N2CCOCC2)cc1Cl do in these assays?
pAkt inh: inactive; GLP-1R inv ag: 25%; aSyn yeast inh: -76%[inhibitor]; PTHR1 ag: inactive; TDP43 rescue: -93%[inhibitor]; GLP-1R agonist: 0%; D3 antag: 14; Abeta rescue: -93%[inhibitor]

Next part:
Results for O=C(NC1CCCCC1)c1ccc(CSc2nc3cccnc3n2Cc2cccc(F)c2)cc1 ?
FUS yeast rescue: 44%; GLP-1R inv ag: inconclusive; PTHR1 ag: -17%; TDP43 rescue: -4%; Abeta rescue: 6%

Results for CCOc1cc(N2CCOCC2)c(OCC)cc1NC(=O)COC(=O)CCOc1cc(C)ccc1C ?
pAkt inh: inactive; FUS yeast rescue: 21%; GLP-1R inv ag: -6%; aSyn yeast inh: 6%; PTHR1 ag: -31%[inhibitor]; TDP43 rescue: 25%; GLP-1R agonist: -2%; D3 antag: 10; Abeta rescue: 14%

Results for CC(=O)Nc1ccc2nc(NC(=O)CS(=O)(=O)c3ccccc3)sc2c1 ?
pAkt inh: inactive; FUS yeast rescue: 14%; GLP-1R inv ag: 16%; aSyn yeast inh: -1%; PTHR1 ag: inactive; TDP43 rescue: 4%; GLP-1R agonist: -3%; D3 antag: 12; Abeta rescue: -10%

How did NS(=O)(=O)c1ccc(CCNC(=O)C2CCCO2)cc1 (configuration not stated) do in these assays?
pAkt inh: inactive; FUS yeast rescue: -7%; GLP-1R inv ag: 10%; aSyn yeast inh: -1%; PTHR1 ag: inactive; TDP43 rescue: 3%; GLP-1R agonist: -10%; D3 antag: 9; Abeta rescue: 7%

Results for CCn1c(=O)n(CC(=O)Nc2cccc(OC)c2)c(=O)c2ccccc21 ?
pAkt inh: inactive; FUS yeast rescue: -12%; GLP-1R inv ag: 8%; aSyn yeast inh: -6%; PTHR1 ag: inactive; TDP43 rescue: 7%; GLP-1R agonist: 0%; D3 antag: -26; Abeta rescue: 8%

How did COc1ccc(/C=N/NC(=O)c2cccc(Br)c2)cc1Cn1cc(Cl)cn1 do in these assays?
pAkt inh: -103%*; FUS yeast rescue: 21%; GLP-1R inv ag: inconclusive; aSyn yeast inh: 2%; PTHR1 ag: inactive; TDP43 rescue: -8%; GLP-1R agonist: -1%; D3 antag: -17; Abeta rescue: 12%

What do the screens show for `O=[N+]([O-])c1cccc(C=NNc2ccc3ccccc3n2)c1O`?
pAkt inh: inactive; GLP-1R inv ag: inconclusive; aSyn yeast inh: 2µM*; PTHR1 ag: -28%; TDP43 rescue: inconclusive; GLP-1R agonist: -8%; D3 antag: -54*; Abeta rescue: -78%[inhibitor]

What do the screens show for `COC(=O)c1sc(-c2ccccc2)cc1NC(=O)c1ccc(OC)cc1`?
pAkt inh: inactive; FUS yeast rescue: -36%; GLP-1R inv ag: 17%; aSyn yeast inh: 0%; PTHR1 ag: -17%; TDP43 rescue: -3%; GLP-1R agonist: -3%; D3 antag: 11; Abeta rescue: -14%

How did CCOC(=O)c1cnn(C)c1NC(=O)c1ccc([N+](=O)[O-])cc1 do in these assays?
pAkt inh: inactive; FUS yeast rescue: -14%; GLP-1R inv ag: -13%; aSyn yeast inh: 0%; PTHR1 ag: inactive; TDP43 rescue: 29%; GLP-1R agonist: 7%; D3 antag: -10; Abeta rescue: -2%

How did Cc1ccc(/C=C(\NC(=O)c2ccccc2)C(=O)NC2CCN(Cc3ccccc3)CC2)o1 do in these assays?
pAkt inh: inactive; GLP-1R inv ag: -8%; aSyn yeast inh: 1%; PTHR1 ag: inactive; TDP43 rescue: 13%; GLP-1R agonist: -11%; D3 antag: -2; Abeta rescue: 3%

What do the screens show for `Cc1nccn1CC(=O)N/N=C/c1cc(Br)cs1`?
pAkt inh: inactive; FUS yeast rescue: 8%; GLP-1R inv ag: -24%; aSyn yeast inh: -3%; PTHR1 ag: inactive; TDP43 rescue: 0%; GLP-1R agonist: 7%; D3 antag: -3; Abeta rescue: -8%

How did COc1ccccc1NC(=O)c1sc2ncn(Cc3ccccc3Cl)c(=O)c2c1C do in these assays?
FUS yeast rescue: -15%; GLP-1R inv ag: 0%; PTHR1 ag: inactive; TDP43 rescue: 22%; Abeta rescue: 4%

What do the screens show for `CCC(C)N(C(=O)CSc1nc(C)nc2ccccc12)C1CCS(=O)(=O)C1` (configuration not stated)?
pAkt inh: inactive; GLP-1R inv ag: -18%; aSyn yeast inh: 1%; PTHR1 ag: -17%; TDP43 rescue: 5%; GLP-1R agonist: -1%; D3 antag: -6; Abeta rescue: 2%

How did Cc1ccc(C)c(NC(=O)COc2coc(CN3CCc4ccccc4C3)cc2=O)c1 do in these assays?
pAkt inh: inactive; FUS yeast rescue: 16%; GLP-1R inv ag: inconclusive; aSyn yeast inh: 8%; PTHR1 ag: -11%; TDP43 rescue: 2%; GLP-1R agonist: 2%; D3 antag: 11; Abeta rescue: 3%

What do the screens show for `Cc1cc2cc(CNC(=O)c3ccc(Br)o3)ccc2n1C`?
pAkt inh: inactive; FUS yeast rescue: 16%; GLP-1R inv ag: 3%; aSyn yeast inh: 0%; PTHR1 ag: -21%; TDP43 rescue: 0%; GLP-1R agonist: -5%; D3 antag: -7; Abeta rescue: -29%

Some of the compounds tested; the hit share may differ from the screen's.
